PhoP GFP inhibition: Inhibition of PhoP regulon, Salmonella typhi GFP reporter cells, confirmation, 4 h (AID 1850). Salmonella Typhi PhoP-promoter GFP reporter, fluorescence, 4 h; higher % means a stronger effect. inhibition, % at 50 µM, or IC50 in µM where a hit was titrated. 310,000 tested, 0.33% active; in the data active means a potency from the dose series; inconclusive means inhibition mostly from about 25% at the one dose, without a potency; inactive means the rest, 99 in 100 with inhibition below about 19%;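 further: 0% = induced wells with vehicle and 100% = uninduced wells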
M. tuberculosis HTS: M. tuberculosis growth inhibition, HTS (AID 449762); one-dose inhibition, % at 25 µM; IC50 in µM for titrated hits; 330,000 tested, 0.59% active; M. tuberculosis H37Rv growth inhibition, 7H9 media; higher % means a stronger effect; in the data active means a potency from the dose series; inconclusive means inhibition above about 70% without an active follow-up result;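 further: bacterial growth assessed after seven days of incubation; strong numbers were not always called active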
influenza NS1A: NS1A inhibition, H1N1 influenza, cell based functional assay (AID 504329). NS1A functional cell-based assay, percent inhibition; higher % means a stronger effect. inhibition, % at 12.5 µM; hits with a dose series show IC50 in µM. 340,000 tested, 0.3% active; in the data active means a potency from the dose series; inconclusive means inhibition above about 27% without an active follow-up result; further: strong numbers were not always called active
M. tuberculosis: growth inhibition of non-replicating M. tuberculosis (AID 488890). Mycobacterium tuberculosis non-replicating, growth inhibition; higher % means a stronger effect. inhibition, % at 25 µM, or IC50 in µM where a hit was titrated. 320,000 tested, 0.39% active; in the data active means a potency from the dose series; inconclusive means inhibition mostly from about 82% at the one dose, without a potency; inactive means the rest, 99 in 100 with inhibition below about 76%;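 further: plate controls were DMSO cells for no effect and high antibiotic wells for full effect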
VEEV TC-83 Vero: inhibitors of VEEV TC-83 cytopathic effect, confirmation, Vero cells (AID 588727) | Vero cells, VEEV TC-83 cytopathic effect inhibition; higher % means a stronger effect | inhibition, % at 20 µM; hits with a dose series show IC50 in µM | 350,000 tested, 0.13% active; in the data active means a potency from the dose series; inconclusive means inhibition mostly from about 14% at the one dose, without a potency; inactive means the rest, 99 in 100 with inhibition below about 12%; further: strong numbers were not always called active
VEEV TC-83 Vero 10K pilot screen: second read-out of VEEV TC-83 Vero, no call of its own (marks repeat the call); inhibition, %; measured here: 10K pilot screen inhibition
The depositor's hits bear a star; i = inactive; ? = inconclusive; . = not tested or not shown; & = joins results of further samples.

SMILES | PhoP GFP inhibition | M. tuberculosis HTS | influenza NS1A | M. tuberculosis | VEEV TC-83 Vero | others
CC1(C)Oc2ccc3ccc(=O)oc3c2C(/C=N/O)C1=O (stereo not given) | -5% | 8% | -2% | -31% | 0.1%
O=C(CN(Cc1ccccc1)S(=O)(=O)c1ccc2c(c1)OCCO2)N/N=C/c1cccc(Br)c1 | -3% | 5% | 20% | 11% | 0.4%
Cn1cnnc1-c1cccc(NS(=O)(=O)c2ccc(N3CCCC3=O)cc2)c1 | 12% | -4% | -2% | -8% | 1.3%
CCOC(=O)c1ccc(NC(=O)Nc2ncc(Cl)cc2Cl)cc1 | -4% | 68% | . | 6% | .
COc1ccc(C(C#N)Nc2ccccc2C)cc1 (stereo not given) | -3% | -5% | 5% | 2% | 2.4%
COc1cccc(C2CC(c3ccccc3Cl)n3nnnc3N2)c1 (stereo not given) | 0% | 7% | 5% | 12% | 7.0%
Cn1c(NC(=O)c2cccnc2)nc2ccccc21 | 6% | ? | 5% | 75% | 6.8%
Cc1ccc(NC(=O)CSc2nnc(C)n2-c2ccccc2)cc1 | -2% | -6% | 1% | 4% | i
CCOC(=O)c1cccc(NC(=O)C2CCCN(S(=O)(=O)c3c(C)n[nH]c3C)C2)c1 (stereo not given) | 7% | -4% | 7% | 6% | 8.1%
CC1Cc2ccccc2N1C(=O)CSc1nnc(-c2ccccc2)c(-c2ccccc2)n1 (stereo not given) | 16% | -13% | -3% | 21% | i
O=C1NC(=O)N(Cc2ccccc2)C(=O)/C1=C/N1CCCc2ccccc21 | -2% | 22% | -2% | 58% | 1.2%
CC(C)c1nnc(NC(=O)c2ccc(N3C(=O)CCC3=O)cc2)s1 | 0% | -5% | 2% | -5% | i
CC(C)(C)c1ccc(C(=O)NCCCNC(=O)c2ccccn2)cc1 | 10% | 8% | 1% | 4% | i
COc1cc(C(=O)NCCC2=CCCCC2)cc(OC)c1OC | -8% | 0% | 1% | 1% | 1.9%
CCOC(=O)NC(Nc1nnc(C)s1)(C(=O)OCC)C(F)(F)F (stereo not given) | 3% | 1% | 3% | -5% | 3.0%
CCN(CC)Cc1cc(O)c(CN(CC)CC)cc1O | . | . | 12% | . | 52%
COc1cc(S(=O)(=O)Nc2ccc(C(=O)NCC(=O)O)cc2)ccc1NC(C)=O | -3% | 3% | -9% | 4% | 0.8%
CC(CCc1ccccc1)NC(=O)c1cncc(Br)c1 (stereo not given) | -1% | -2% | -17% | 45% | 3.0%
COc1cc(Nc2ccccn2)cc(C(=O)Nc2cccc(C(F)(F)F)c2)c1 | -2% | 14% | 3% | 34% | ?
CN(C)CCCNC(=O)c1cc(C(=O)Cc2ccc(Cl)cc2)c[nH]1 | 5% | 6% | 0% | 12% | 0.4%

Structural class, those above containing sulfur (8)
SMILES | PhoP GFP inhibition | M. tuberculosis HTS | influenza NS1A | M. tuberculosis | VEEV TC-83 Vero | others
O=C(CN(Cc1ccccc1)S(=O)(=O)c1ccc2c(c1)OCCO2)N/N=C/c1cccc(Br)c1 | -3% | 5% | 20% | 11% | 0.4%
Cn1cnnc1-c1cccc(NS(=O)(=O)c2ccc(N3CCCC3=O)cc2)c1 | 12% | -4% | -2% | -8% | 1.3%
Cc1ccc(NC(=O)CSc2nnc(C)n2-c2ccccc2)cc1 | -2% | -6% | 1% | 4% | i
CCOC(=O)c1cccc(NC(=O)C2CCCN(S(=O)(=O)c3c(C)n[nH]c3C)C2)c1 (stereo not given) | 7% | -4% | 7% | 6% | 8.1%
CC1Cc2ccccc2N1C(=O)CSc1nnc(-c2ccccc2)c(-c2ccccc2)n1 (stereo not given) | 16% | -13% | -3% | 21% | i
CC(C)c1nnc(NC(=O)c2ccc(N3C(=O)CCC3=O)cc2)s1 | 0% | -5% | 2% | -5% | i
CCOC(=O)NC(Nc1nnc(C)s1)(C(=O)OCC)C(F)(F)F (stereo not given) | 3% | 1% | 3% | -5% | 3.0%
COc1cc(S(=O)(=O)Nc2ccc(C(=O)NCC(=O)O)cc2)ccc1NC(C)=O | -3% | 3% | -9% | 4% | 0.8%

(listing goes on)
SMILES | PhoP GFP inhibition | M. tuberculosis HTS | influenza NS1A | M. tuberculosis | VEEV TC-83 Vero | others
OC(CNCc1ccccc1)COCc1ccc(Cl)cc1 (stereo not given) | -11% | 8% | 2% | 53% | 0.8%
Cc1c(CCOC(=O)CC23CC4CC(CC(C)(C4)C2)C3)sc[n+]1Cc1ccc([N+](=O)[O-])cc1 | -2% | 63% | -6%&10% | 68% | 6.5%&0.6%
COc1ccc(-c2cc(C(F)(F)F)nc(SCCC(=O)N3CCCC3)n2)cc1 | 6% | 1% | -2% | -8% | 7.0%
Cc1cc(C)n2nc(C(=O)NCCc3ccccc3)nc2n1 | 2% | -6% | -2% | 8% | 2.5%
C=CCc1cc(C)ccc1OCC(O)CN1CCN(c2ccccc2)CC1 (stereo not given) | 0% | 28% | 1% | 56% | 0.1%
CCCSc1nsc(SCCC)c1C(N)=O | -2% | 0% | -7% | 2% | 0.8%
Cc1ccccc1Cn1c(CN2CCN(C(=O)c3ccco3)CC2)nc2c1c(=O)n(C)c(=O)n2C | 0% | -3% | -1% | 15% | 3.0%
Cc1cccc(Nc2nc(N)c([N+](=O)[O-])c(N3CC(C)OC(C)C3)n2)c1 (stereo not given) | -10% | 13% | 3% | 15% | 7.5%
CCc1nc2ccccc2n1CCC(C)C | -3% | -2% | 6% | 7% | 0.6%
COc1ccc(Nc2nc(N)nc(CSC(=S)N3CCOCC3)n2)cc1 | -3% | 7% | -8% | 22% | 1.8%
OCC1(CCOc2ccccc2)CCN(Cc2ccccc2C(F)(F)F)CC1 | 4% | 3% | 0% | 16% | i
COC(=O)c1ccc(NC(=S)NCC2CC2)cc1 | -3% | -1% | -5% | ? | 0.7%
Cc1ccc(NC(=O)C2C3C=CC4(CN(Cc5cccnc5)C(=O)C24)O3)cc1 (stereo not given) | -3% | -5% | 3% | -1% | 0.4%
COc1ccc(CCN2CC(C(=O)N(C)Cc3ccc(C)o3)CCC2=O)cc1 (stereo not given) | 6% | -5% | -10% | 0% | 2.8%
O=C(NNS(=O)(=O)c1ccccc1)C1CCN(S(=O)(=O)c2ccc(Cl)cc2)CC1 | 7% | 3% | -7% | 26% | 2.5%
O=C(COc1ccccc1)Nc1cc(Cl)ccc1Cl | 4% | 2% | 22% | 49% | i
CCOC(=O)c1c(N)sc2c(O)c(Br)ccc12 | -1% | 2% | 3% | 46% | i | VEEV TC-83 Vero 10K pilot screen=1.3
O=C1c2cccc3c([N+](=O)[O-])ccc(c23)C(=O)N1c1nccs1 | -44% | ? | -1% | ? | 1.6%
CC(=O)Nc1ccc(C(=O)N2CCCc3ccccc32)cc1 | -6% | -5% | 6% | 21% | i
Cc1cccc(-n2ncc3c(NCCc4ccc(S(N)(=O)=O)cc4)ncnc32)c1 | 9% | 6% | 4% | 17% | 9.4%
COc1cc(C(=O)NCc2nnc(SCC(=O)Nc3nc4ccc(C)cc4s3)o2)cc(OC)c1OC | -7% | 3% | 1% | -24% | i
O=C(CCC(=O)c1ccc(F)cc1)Nc1cccc(S(=O)(=O)Nc2cccc(Cl)c2)c1 | 0% | 11% | -5% | 25% | 3.7%
Cc1ccc(NC(=O)Nc2nc3ccc(S(C)(=O)=O)cc3s2)cc1 | . | . | 3% | . | 0.4%
COc1cccc2sc(Nc3nc4ccc(NC(C)=O)cc4s3)nc12 | -5% | 2% | -27% | 74% | 8.6%
CCN1CCc2nc3ccccc3c(C(=O)Nc3ccc(C#N)cc3)c2C1 | 9% | -4% | 3% | -1% | 5.3%
O=C(Oc1cccc(Cl)c1)N1CCOCC1 | -2% | 11% | -2% | 29% | 0.5%
CCOc1ccc(C(C)=O)cc1COC(=O)c1cc([N+](=O)[O-])ccc1N1CCOCC1 | 5% | 3% | 7% | 13% | 7.6%
O=C(CSc1nc(O)c(C2CCCCC2)c(=O)[nH]1)NCC1CCCO1 (stereo not given) | 9% | -5% | 8% | 9% | 2.3%
COc1cccc(/C=N/NC(=O)CNC(=O)c2ccc(S(=O)(=O)N3CCCC3)cc2)c1OC | -4% | 0% | -8% | -15% | 0.4%
CCn1c(=NC(=O)CS(=O)(=O)c2ccc(C)cc2)sc2cccc(OC)c21 | -8% | -7% | -6% | -12% | 9.2%
CC(=O)Nc1cccc(NC(=O)Nc2ccc(F)cc2F)c1 | 41µM* | 11% | -1% | 14% | 1.3%
Cc1nnc(NC(=O)CSc2nnc(CCc3nc4ccccc4[nH]3)n2C)s1 | -4% | -5% | 3% | -21% | 5.9%
Cc1ccc(N2CC(C(=O)N3CCN(c4ccccn4)CC3)CC2=O)cc1 (stereo not given) | . | . | 0% | . | 1.7%
O=C(c1ccco1)c1coc2c1cc(O)c1ccccc12 | -9% | 5% | 4% | 70% | i
CCOC(=O)NNC(=O)NCCCCCCNC(=O)NNC(=O)OCC | 2% | -1% | 1% | -4% | i
CNC(=S)NNC(=O)c1oc2nc(-c3ccccc3)cc(-c3ccco3)c2c1N | -14% | 11% | -12% | 0% | 3.1%
Cc1sc2nc(CSc3ccccc3)nc(N3CCC(C(N)=O)CC3)c2c1C | -7% | 4% | -7% | 32% | 9.1%
COCCN(Cc1ccccc1)C(=O)c1cccc(S(=O)(=O)N2CCN(c3ccc(F)cc3)CC2)c1 | 4% | -7% | 0% | -14% | 4.2%
CC(C)N1C(=O)S/C(=C/c2ccccc2OCc2ccc(C(=O)O)cc2)C1=O | 1% | -6% | -3% | 10% | 2.2%
Cc1ccc(S(=O)(=O)NCCC(=O)NNC(=O)COc2ccccc2Cl)cc1C | . | 5% | -6% | -7% | 1.0%
COc1cccc(/C=C/C(=O)NCc2cn3cc(Cl)ccc3n2)c1 | 9% | 2% | 4% | 18% | 0.1%
C=CC[n+]1c(-c2ccc(OCC)cc2)csc1NNC(=O)Nc1ccccc1 | -15% | 21% | 18% | 23% | i
S=C=Nc1cccc(C2(N3CCCCC3)CCCCC2)c1 | -4% | -4% | 7% | 25% | ?
S=C(NCC1CCCO1)Nc1cccc(Cl)c1 (stereo not given) | 13% | -7% | -6% | ? | 0.9%
O=C(O)CCC(=O)NNc1ncnc2ccccc12 | -11% | -1% | 4% | 1% | 0.9%
Cc1c(OCC(=O)N2CCC(C(=O)O)CC2)ccc2c3c(c(=O)oc12)CCC3 | 2% | -14% | -2% | 14% | 1.1%
CN1N=C(C(C)(C)C)CSC1=Nc1ccccc1 | 2% | 7% | -20% | -2% | 2.7%
O=C(N/N=C/c1cccs1)c1cccc(S(=O)(=O)Nc2ccc(Cl)cc2)c1 | 1% | -4% | 8% | 34% | i
COc1cccc(OC)c1C(=O)Nn1c(-c2cccc(C)c2)nc2ccccc2c1=O | 1% | -2% | -1% | -2% | i
CCc1ccc(NC(=S)N(CCC(C)C)C2CCN(C(C)=O)CC2)cc1 | -7% | -11% | -19% | -9% | 0.8%
CC#CC(=O)N1CCCC(Cc2cccc(OC)c2)(C(=O)OCC)C1 (stereo not given) | 2% | 2% | -22% | -5% | i
CNc1nc(-c2ccccc2)nc(-c2ccc(OC)cc2)c1C#N | 5% | -1% | -20% | 27% | 0.8%
O=C1c2ccccc2C(=O)C1c1ccnc2ccccc12 | -4% | -1% | 0% | 10% | 7.3%
COc1cc(OC)cc(C(=O)NCc2ccc3c(c2)OCO3)c1 | -9% | -5% | -2% | -7% | 0.5%
CCc1ccc(N2CC(C(=O)Nc3nccs3)CC2=O)cc1 (stereo not given) | 2% | 10% | -4% | 64% | 5.3%
COc1ccc(-c2c(C)nc3c(-c4ccccn4)cnn3c2N)cc1 | 4% | -2% | -3% | 62% | 6.5%
COc1cccc(NC(=O)CSc2nnc(Cc3ccc(OC)c(OC)c3)o2)c1 | -5% | -4% | -5% | 26% | 2.3%
O=C1N=c2ccccc2=C1c1sc(=S)n(CC2CCCO2)c1O (stereo not given) | 10% | -6% | -13% | -1% | 2.0%
CCN(C(=O)COC(=O)c1c(C)nn(-c2ccccc2)c1C)C1CCS(=O)(=O)C1 (stereo not given) | 8% | -5% | 4% | -3% | 0.1%
Cc1cccn2c(=O)c3cc(C(=O)NC4CCS(=O)(=O)C4)n(Cc4ccccc4)c3nc12 (stereo not given) | -6% | 11% | -1% | 2% | 0.4%
COc1ccc(C(C)=O)cc1COC(=O)CNC(=O)C1CCCCC1 | . | -1% | -6% | -4% | 0.1%
O=C(NCCc1ccccn1)c1cc(-c2ccc(Cl)cc2)nc2ccccc12 | -7% | ? | -5% | 48% | 8.9%

This is a random part of the collection, and some 1.5% of all compounds hit somewhere here.
